NPSR antagonist: qHTS Assay for Antagonists of the Neuropeptide S Receptor: cAMP Signal Transduction | Q6W5P4 | CHO-NPSR cells, cAMP TR-FRET, antagonist mode | Potency, µM (doses to about 38.3 µM), inactives show at the top dose activity change, negative = inhibition, hits mostly inhibitors | hit rate 1% among 220,000 | AID 1461, 2008; note: potency is the fitted concentration of half-maximal effect; % is set by controls: 0 for no effect and ±100 for the full control effect; nearly all actives have a fitted effect of over 50% in size; many of its hits are not listed in these tables
KinaseGlo FLuc: Counterscreen for Luciferase (Kinase-Glo TM) Inhibition; Luciferin 4-monooxygenase (Photuris pensylvanica), Q27757; Kinase-Glo luciferase, ATP luminescence, 8 min; Potency, µM (doses to about 38.3 µM), inactives show top-dose activity change, negative = inhibition, actives largely listed as inhibitors; hit rate 0.28% among 200,000; note: potency is the fitted concentration of half-maximal effect; % is set by controls: 0 for no effect and ±100 for the full control effect; nearly all actives have a fitted effect of over 60% in size
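Substrate mix (final 50 mM imidazole pH 7.2, 50 mM KCl, 7 mM MgCl2, 10 uM ATP, 0.01% Tween 20, 0.05% BSA) plus pin-tool compound, then Kinase-Glo detection mix; 8 min ambient, luminescence read.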
IMPase Li inh: qHTS Assay for Identifying the Cell-Membrane Permeable IMPase Inhibitors: Potentiation with Lithium; CHO-M1 cells, IP1 TR-FRET (IP-One), carbachol + lithium; Potency, µM (series often up to 59.4 µM), without a hit: top-dose activity, negative = IMPase inhibition, usual class: inhibitors; hit rate 0.35% among 210,000;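 note: IP1 builds up when IMPase is blocked and the TR-FRET signal falls; potency is the fitted concentration of half-maximal effect; plate controls were basal vehicle for no effect and high inhibitor control for full effect; nearly all actives have a fitted effect of over 50% in size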
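Steps: plate 2000 CHO-M1 cells per well and culture 16–30 h; add compound and lithium; incubate 30 min, 37C; add d2-IP1 tracer and Eu cryptate anti-IP1 antibody in lysis buffer; read after 10 min at room temperature.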
CBFb-RUNX1 inh: qHTS Assay for Compounds Blocking the Interaction Between CBF-beta and RUNX1 for the Treatment of Acute Myeloid Leukemia. Runt-related transcription factor 1 (Homo sapiens) + Core-binding factor subunit beta …. AlphaScreen CBFb-His/RUNX1-biotin binding, biochemical. Potency, µM (titrated, usually from 59.8 µM), for inactives: top-dose activity, negative = inhibition, most hits filed as inhibitors. 230,000 tested, under 10 active. AID 1477, 2009; note: % of control where 0% means no effect
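CBFb-His/RUNX1-biotin, 30 nM each, preincubated 20 min RT; compound 15 min RT; Ni + streptavidin beads 50 ng each, 90 min RT; AlphaScreen read.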
L3MBTL1 inh: qHTS Assay for the Inhibitors of L3MBTL1; AlphaScreen L3MBTL1–H3K9me1 peptide binding; Potency, µM (doses to about 57.1 µM), for the others: top-dose activity, negative = inhibition, most hits filed as inhibitors; hit rate 0.66% among 230,000; note: potency is the fitted concentration of half-maximal effect; % is set by controls: 0 for no effect and ±100 for the full control effect; nearly all actives have a fitted effect of over 60% in size
Target sequence (Q9Y468 whole entry, looked up): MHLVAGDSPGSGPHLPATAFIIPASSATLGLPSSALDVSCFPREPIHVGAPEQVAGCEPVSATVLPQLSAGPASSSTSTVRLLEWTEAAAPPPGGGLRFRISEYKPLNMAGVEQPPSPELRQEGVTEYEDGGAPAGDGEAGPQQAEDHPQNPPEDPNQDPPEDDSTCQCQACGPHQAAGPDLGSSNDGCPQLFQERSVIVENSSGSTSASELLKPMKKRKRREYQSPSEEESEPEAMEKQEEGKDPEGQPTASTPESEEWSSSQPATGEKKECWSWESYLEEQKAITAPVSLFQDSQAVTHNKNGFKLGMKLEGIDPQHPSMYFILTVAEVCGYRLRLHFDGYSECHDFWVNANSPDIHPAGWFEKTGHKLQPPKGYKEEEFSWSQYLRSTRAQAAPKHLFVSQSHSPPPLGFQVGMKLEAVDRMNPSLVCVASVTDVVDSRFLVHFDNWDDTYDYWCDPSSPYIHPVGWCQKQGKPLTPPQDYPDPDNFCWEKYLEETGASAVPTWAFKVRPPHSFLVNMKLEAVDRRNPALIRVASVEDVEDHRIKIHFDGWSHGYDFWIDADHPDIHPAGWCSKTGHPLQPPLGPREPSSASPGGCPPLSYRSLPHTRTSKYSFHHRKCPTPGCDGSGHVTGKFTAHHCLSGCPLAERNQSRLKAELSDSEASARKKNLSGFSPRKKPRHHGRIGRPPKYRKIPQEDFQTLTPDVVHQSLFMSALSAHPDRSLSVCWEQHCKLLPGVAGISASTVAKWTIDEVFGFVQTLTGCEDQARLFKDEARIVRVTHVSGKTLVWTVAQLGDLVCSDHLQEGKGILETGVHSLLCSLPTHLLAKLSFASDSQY
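AlphaScreen assay: L3MBTL1 (50 nM final) was preincubated 30 min at room temperature with biotinylated H3(1-15)K9me1 peptide (75 nM final), then 30 min with library compounds; streptavidin donor and nickel chelate acceptor beads (10 ug/mL final) added, 30 min dark.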
Epigenetic derep: Quantitative High-Throughput Screen for Regulators of Epigenetic Control. Potency, µM (series often up to 53.9 µM), inactives show at the top dose GFP activation, hits mostly activators. murine LDR cells, GFP reporter derepression, 30 h. hit rate 0.2% among 280,000; note: potency is the fitted concentration of half-maximal effect; % of control where 0% means no effect; nearly all actives have a fitted effect of over 60% in size
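GFP-positive cell count by laser-scanning cytometry (objects 20–120 um) after 30 h, 37 C compound exposure of murine LDR cells; reporter is CMV-GFP integrated at a silenced locus, inducible by HDAC or DNMT inhibitors.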
HTT aggregate: qHTS Multiplex Assay to Identify Dual Action Probes in a Cell Model of Huntington: Aggregate Formation (GFP); hit rate 1.1% among 220,000; AID 1688, 2009; PC12 HttQ103-GFP aggregates, Acumen cytometry, 40 h; Potency, µM (doses to about 46.1 µM), without a hit: at the top dose activity change, negative = inhibition, most hits filed as inhibitors; note: potency is the fitted concentration of half-maximal effect; % is set by controls: 0 for no effect and ±100 for the full control effect; nearly all actives have a fitted effect of over 60% in size
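Ecdysone-promoter PC12 model expressing HTT exon 1 Q103 fused to GFP, induced by tebufenozide at 100 nM final. Compounds titrated; aggregates sized 1–25 µm scored on a 488 nm laser cytometer.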
* hit, by the source's call; ? = inconclusive; nt = not tested or not shown; [ ] = dose if it differs, or a comment. Calls come from the whole dose curve; as a rule, active = well fitted curve in the direction sought with a large enough effect; inconclusive = small, poorly fitted or top-dose-only effect, or another doubt; inactive = no such curve, though single readings can be large; an effect the other way counts as inactive or inconclusive. These rows are one share of the data (hit frequency here may not be typical).

Each structure is followed by: NPSR antagonist	KinaseGlo FLuc	IMPase Li inh	CBFb-RUNX1 inh	L3MBTL1 inh	Epigenetic derep	HTT aggregate
> COC(=O)[C@@]1(Cc2ccccc2)[C@H]2c3cc(C(=O)N(C)C)n(Cc4ccc(S(C)(=O)=O)cc4)c3C[C@H]2CN1C(=O)c1ccccc1
 : nt	-3%	14%	4%	nt	-1.0%	nt
> CC(NC(=O)COC(=O)C1=COCCO1)C12CC3CC(CC(C3)C1)C2 (stereo unspecified)
 : 1%	-1%	-2%	1%	8%	-1.6%	12%
> C(=N\Nc1nc(N2CCOCC2)nc(N2CCOCC2)n1)/c1cccnc1
 : -13%[46.1 µM]	1%	10%	3%	-7%	-3.4%	-2%
> Cc1cccc(C(=O)NC(=S)N2CCN(c3ccc([N+](=O)[O-])cc3)CC2)c1
 : -23%	1%	15%	7%	-6%	6.7%	12%
> O=c1c2c3c(sc2ncn1/N=C/c1ccccc1)CCCC3
 : -9%[46.1 µM]	-1%	8%	8%	3%	1.2%	-15%
> CCOC(=O)c1ccc(Nc2cc(C)nc3nc(C)nn23)cc1
 : 5%	0%	3%	-3%[2.36 µM]	6%	5.6%	-12%
> O=C(COc1ccc2oc(-c3ccccc3)cc(=O)c2c1)Nc1ccccc1
 : -22%	1%	?	3%	-3%	-1.0%	-13%
> COc1ccc(OCC(=O)Nc2ccc(S(=O)(=O)Nc3cc(C)nc(C)n3)cc2)cc1
 : -18%[46.1 µM]	-4%	-24%[38.3 µM]	-2%	-2%	0.4%	5%
> Cc1nc(N2CCOCC2)sc1C(=O)NN
 : 18%	-2%	6%	3%	nt	-0.9%	-7%
> CCCCNC(=O)C1CCCN(S(=O)(=O)CC)C1 (stereo unspecified)
 : 11%	12%	-6%	3%	nt	5.9%	10%
> CN(Cc1ccccc1)C(=O)c1oc(=O)c2ccccc2c1-c1ccccc1
 : -24%	3%	15%	13%	-2%	-0.9%	23%
> O=C(Cc1ccccc1)NNC1=NS(=O)(=O)c2ccccc21
 : -6%	0%	4%	8%	1%	-2.9%	-2%[9.22 µM]
> COc1ccc(C(=O)OCC(=O)N2CCCC2=O)c(OC)c1
 : 17%	-1%	-7%	-2%	8%	1.1%	7%
> O=S(=O)(Nc1nc2ccccc2nc1Nc1ccc2c(c1)OCO2)c1ccccc1
 : -3%	2%	5%	-3%	-7%	-1.0%	?
> O=S(=O)(NCC1CCCO1)c1ccc(Br)s1 (stereo unspecified)
 : 1%[46.1 µM]	2%	22%[38.3 µM]	6%	1%[11.4 µM]	-1.2%	-3%
> COc1cc(/C=C2\SC(=O)NC2=O)ccc1Oc1ccc([N+](=O)[O-])cn1
 : -58%	nt	nt	-1%	-3%	-1.2%	-14%[9.22 µM]
> O=C(O)CC(C(=O)NC1CCCCC1)C1CCCO1 (stereo unspecified)
 : 5%[46.1 µM]	-1%	-5%[38.3 µM]	7%	-8%	-0.1%	-2%
> COc1ccccc1/C=C/C(=O)NC(=S)N(C)C1CCCCC1
 : -21%[46.1 µM]	-4%	1%[38.3 µM]	-7%	-10%	-0.5%	-13%
> COc1ccc(N2CCN(C(=O)c3cc4c(-c5cccc(OC)c5)nn(C)c4s3)CC2)cc1
 : -21%[46.1 µM]	3%	24%[38.3 µM]	?	nt	-1.0%	7%
> O=C(Oc1ccc2c3c(c(=O)oc2c1)CCC3)c1ccco1
 : 1%[46.1 µM]	-7%	20%[38.3 µM]	2%	nt	8.5%	-17%
> COc1cc(NC(=O)c2ccc(Cl)cc2)c(OC)cc1NC(=O)CN1CCOCC1
 : 6%[46.1 µM]	-8%	-7%[38.3 µM]	-11%	-6%	1.7%	-4%
> COc1ccc(CCNC(=O)CSc2ccsc2[N+](=O)[O-])c(OC)c1
 : -12%	2%	10%	-6%	-11%	-1.5%	12%
> O=C(CCCn1c(SCC(=O)NCCc2ccccc2)nc2ccccc2c1=O)NCC1CCCO1 (stereo unspecified)
 : -13%	3%	8%	7%	nt	1.1%	-6%
> CCOC(=O)C1(Cc2cccc(F)c2)CCN(C(=O)c2ccoc2C)CC1
 : 17%	2%	7%	-6%	-4%	-2.0%	-1%
> S=C(Nc1ccccc1)Nc1ccc(Cl)cc1Cl
 : 11%[46.1 µM]	1%	27%	-17%	-1%	-4.6%	?
> CCN1CCN(C2CCN(C(C)=O)CC2)CC1
 : -1%[46.1 µM]	12%	-15%[38.3 µM]	4%	1%	-1.1%	-4%
> Cc1oc(-c2ccc(Cl)cc2)nc1CN1CCC(C(=O)N2CCN(Cc3ccccc3)CC2)CC1
 : 9%[46.1 µM]	-6%	11%[38.3 µM]	-2%	nt	-1.6%	?
> Cc1ccc(-c2csc(/C(C#N)=C/Nc3ccccc3SC(F)(F)F)n2)c(C)c1
 : -4%	0%	-14%	-2%	-4%	-1.1%	9%
> COc1ccccc1N1CCN(CC(=O)Nc2sccc2C#N)CC1
 : 5%	5%	9%	1%	0%	-1.1%	-24%
> OC1(c2ccccc2F)CCN(Cc2nnnn2CCc2ccccc2)CC1
 : -16%[46.1 µM]	8%	-6%[38.3 µM]	0%	nt	-0.1%	10%[9.22 µM]
> CN(C(=O)c1cccc(C#N)c1)c1nnc(C2CCOC2)s1 (stereo unspecified)
 : -3%[46.1 µM]	2%	17%[38.3 µM]	2%	nt	1.0%	21%
> CSc1nc(NCCOCCO)c2sc3nc(-c4ccco4)c4c(c3c2n1)CCC4
 : -22%[46.1 µM]	-3%	-11%[38.3 µM]	nt	5.6µM*	0.6%	?
> O=C(Nc1nc2ccccc2n1CCN1CCCCC1)c1ccco1
 : 10%[7.67 µM]	1%	11%[38.3 µM]	3%	-10%	0.6%	3%
> COc1cccc(-c2cc(C(F)(F)F)n3ncc(S(=O)(=O)c4ccccc4)c3n2)c1
 : -3%[46.1 µM]	0%	?	0%	0%	3.2%	9%
> CSc1ccccc1C(=O)Nc1cccc(C(C)=O)c1
 : 2%[46.1 µM]	-4%	13%[38.3 µM]	2%	nt	0.8%	20%
> O=C(O)c1cccc2c1C(=O)N(CC1CCCO1)C2 (stereo unspecified)
 : 8%	3%	6%	1%	15%	-1.2%	2%[9.22 µM]
> Nn1c(SCC(=O)Nc2ccc3c(c2)OCO3)nnc1C1CC1
 : 2%[46.1 µM]	2%	12%[38.3 µM]	1%	4%	1.7%	-9%
> Cc1cc(C)nc(Nc2nc3ccccc3[nH]2)n1
 : -11%[46.1 µM]	-1%	10%[38.3 µM]	7%	7%	-0.8%	-3%
> CC1(C)NC(=O)N(CCSc2ccc(Cl)cc2)C1=O
 : -18%[46.1 µM]	2%	-17%[38.3 µM]	3%	nt	6.0%	2%
> Cc1cccc(S(=O)(=O)N2CN(Cc3ccco3)c3nc4ccccc4nc32)c1
 : ?	9%	8%[38.3 µM]	-9%	-4%	-1.0%	0%
> N#C/C(=C\c1cc2c(cc1Br)OCO2)C(=O)NCC1CCCO1 (stereo unspecified)
 : 8%	nt	nt	5%	6%	0.3%	-21%[9.22 µM]
> CCOC(=O)CCC(NC(=O)c1ccc(NCN2C(=O)CCC2=O)cc1)C(=O)OCC (stereo unspecified)
 : -13%[46.1 µM]	-3%	-7%[38.3 µM]	5%	nt	-2.2%	18%
> Cc1nc2ccc(N3C(=O)CCC3=O)cc2[nH]1
 : -8%[46.1 µM]	0%	20%[38.3 µM]	14%	9%	0.9%	-8%
> CCCCCCN1C(=O)C(O)=C(C(C)=O)C1c1ccc(Cl)cc1 (stereo unspecified)
 : 4%[46.1 µM]	-2%	-14%[38.3 µM]	11%	nt	-1.0%	-9%
> O=C(c1ccccc1)N1CCN(C(=O)c2ccc(OC(F)(F)F)cc2)CC1
 : -21%[46.1 µM]	-4%	6%[38.3 µM]	2%	nt	0.0%	-13%
> O=C(Nc1ccc(Cl)cc1)Nc1cccc(C(=O)O)c1
 : 9%	-3%	1%	5%	26%	4.0%	2%[9.22 µM]
> Cc1cc(C(=O)COC(=O)C(C)NC(N)=O)c(C)n1Cc1ccco1 (stereo unspecified)
 : 5%	-2%	0%	-15%	nt	2.8%	-17%
> Cc1c(CC(C)(C)C(=O)O)n(Cc2ccc(Cl)cc2)c2ccc(F)cc12
 : nt	0%	5%	4%[21.7 µM]	nt	3.8%	nt
> COc1c(C)cc(Br)cc1C(=O)Nc1ccccc1C
 : -21%	2%	7%	24%	24%	7.3%	7%[9.22 µM]
> COc1cc2c(cc1OC)[C@H](Cc1ccc(O)cc1)NCC2
 : 15%	-2%	8%	3%[2.36 µM]	-3%	?	13%
> CCN(CC)S(=O)(=O)c1cccc(C(=O)NCC2CCCO2)c1 (stereo unspecified)
 : -10%[46.1 µM]	3%	-4%[38.3 µM]	-4%	nt	-1.6%	-3%[9.22 µM]
> O=C(Cn1nnc2ccccc21)N1CCCCC1
 : 1%[46.1 µM]	-1%	-33%[38.3 µM]	2%	1%	0.0%	-21%
> Cn1cc(C(=O)N/N=C/c2cccs2)c2ccccc21
 : -11%	0%	12%	-3%	-3%	0.0%	-10%
> CCOC(=O)C1C(c2ccccc2)N(C)OC1(O)C(F)(F)F (stereo unspecified)
 : 25%	-2%	5%	8%	24%	-0.2%	9%
> COc1cccc(CNc2ccc(F)c(Cl)c2)c1O
 : 10µM*	-2%	22%[38.3 µM]	1%	0%	-0.4%	6%
> Cc1ccc(COC(=O)CCc2nc3ccccc3c(=O)[nH]2)cc1
 : 3%	0%	-3%	5%	-2%	-1.0%	6%
> COCc1cc(C)nc(SCC[N+](C)(C)CC(=O)Nc2cccc(C)c2)c1C#N
 : 0%	-2%	5%	-7%	-10%	7.7%	17%
> Cc1cccc(OCCCC(=O)NCCc2ccccc2)c1
 : 3%	-5%	-3%	2%	14%	2.0%	23%

Fetched by structure from above (two):
Each structure is followed by: NPSR antagonist	KinaseGlo FLuc	IMPase Li inh	CBFb-RUNX1 inh	L3MBTL1 inh	Epigenetic derep	HTT aggregate
> COc1ccccc1N1CCN(CC(=O)Nc2sccc2C#N)CC1
 : 5%	5%	9%	1%	0%	-1.1%	-24%
> CCN1CCN(C2CCN(C(C)=O)CC2)CC1
 : -1%[46.1 µM]	12%	-15%[38.3 µM]	4%	1%	-1.1%	-4%
